Screening data deposited in PubChem BioAssay by The Scripps Research Institute Molecular Screening Center.
pPAFAH FP inh – pPAFAH (human) enzyme inhibition. Q13093. recombinant pPAFAH, FP-rhodamine probe fluorescence polarization. inhibition, % at 3.39 µM. 330,000 compounds, 1.5% hits;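 active means inhibition above the mean inhibition across the screen plus 3 SD, cut at about 25% in these data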;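 further: inhibitors block binding of the rhodamine activity-based probe so polarization drops; 0% = enzyme with DMSO and 100% = wells lacking pPAFAH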
PAFAH2 inh – PAFAH2 (human) inhibition; inhibition, % at 3.39 µM; 340,000 compounds, 0.99% hits; AID 492956; Q99487; recombinant PAFAH2, FP-rhodamine activity probe, fluorescence polarization;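 active means inhibition above the mean over all tested compounds plus 3 SD, cut at about 30% in these data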;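 further: inhibitors block probe labeling of enzyme so polarization drops; 0% = enzyme with DMSO and 100% = wells lacking PAFAH2 protein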
LYPLA1 counter – counter-screen for PME1 inhibitors: inhibitors of human LYPLA1 | O75608 | recombinant LYPLA1, FP-Rh probe fluorescence polarization | inhibition, % at 5.9 µM | 320,000 compounds, 0.16% hits | AID 2174;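 active means inhibition above the mean of all tested compounds plus 3 SD, set per campaign, cut at about 14% in these data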;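 further: inhibitors block serine hydrolase probe labeling of LYPLA1 so polarization falls; 0% = enzyme with DMSO and 100% = wells lacking LYPLA1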
Target sequence (O75608 whole entry, looked up): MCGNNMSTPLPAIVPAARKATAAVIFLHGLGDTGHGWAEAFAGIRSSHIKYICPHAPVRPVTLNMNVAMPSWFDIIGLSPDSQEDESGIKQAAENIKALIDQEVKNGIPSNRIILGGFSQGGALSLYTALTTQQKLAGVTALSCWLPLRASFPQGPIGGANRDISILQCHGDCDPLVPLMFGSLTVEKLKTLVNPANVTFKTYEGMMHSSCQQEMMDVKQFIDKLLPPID
GSTO1 inh – GSTO1 inhibition, counter-screen for RBBP9 inhibitors | P78417 | recombinant GSTO1, activity-based probe fluorescence polarization | inhibition, % at 5.96 µM | 300,000 compounds, 1.1% hits;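 active means inhibition above the campaign mean inhibition plus 3 SD, cut at about 35% in these data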;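 further: 0% = GSTO1-1 with DMSO and 100% = wells lacking GSTO1-1 enzyme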
PAFAH1B2 FP inh – inhibitors of human PAFAH1B2. recombinant PAFAH1B2, FP-rhodamine activity probe, fluorescence polarization. inhibition, % at 3.39 µM. 340,000 compounds, 1.2% hits;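 active means inhibition above the mean of all tested compounds plus 3 SD, cut at about 24% in these data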;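 further: 0% = enzyme with DMSO and 100% = wells lacking PAFAH1B2; many of its hits are not listed in these tables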
PAFAH1B3 FP inh – inhibitors of human PAFAH1B3. Q15102. recombinant PAFAH1B3, FP-rhodamine probe, fluorescence polarization. inhibition, % at 3.39 µM. 340,000 compounds, 0.28% hits. AID 492972;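 active means inhibition above the screen-wide average of all tested compounds plus 3 SD, cut at about 25% in these data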;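 further: 0% = enzyme with DMSO only and 100% = wells lacking PAFAH1B3 protein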
PME-1 inh – PME-1 (human) inhibition | Q9Y570 | recombinant PME-1, FP-Rh probe fluorescence polarization | inhibition, % at 5.9 µM | 320,000 compounds, 0.53% hits;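 active means inhibition above the campaign mean of all compounds plus 3 SD, cut at about 26% in these data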;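 further: competitive labeling of PME-1 active site by serine hydrolase directed probe; 0% = PME-1 with DMSO and 100% = wells lacking PME-1 enzyme; inhibitors block probe labeling so polarization falls and inhibition rises; many of its hits are not listed in these tables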
Fam108B inh – counter-screen for RBBP9 inhibitors: inhibitors of mouse Fam108B; inhibition, % at 9.51 µM; AID 1947; recombinant Fam108B, FP-Rh probe fluorescence polarization; 300,000 compounds, 0.33% hits;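 active means inhibition above the screen mean inhibition plus 3 SD, computed separately per campaign, cut at about 18% in these data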;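 further: inhibitors lower polarization as less probe binds the enzyme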
PAD4 inh – blocks human protein arginine deiminase 4. Q9UM07. recombinant PAD4, RCA probe fluorescence polarization. inhibition, % at 6.36 µM. 330,000 compounds, 0.41% hits;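 active means percent inhibition above a cutoff equal to the mean of all tested compounds plus 3 SD, cut at about 15% in these data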;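 further: 0% = PAD4 with RCA probe and DMSO and 100% = probe without PAD4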
Target sequence (Q9UM07 whole entry, looked up): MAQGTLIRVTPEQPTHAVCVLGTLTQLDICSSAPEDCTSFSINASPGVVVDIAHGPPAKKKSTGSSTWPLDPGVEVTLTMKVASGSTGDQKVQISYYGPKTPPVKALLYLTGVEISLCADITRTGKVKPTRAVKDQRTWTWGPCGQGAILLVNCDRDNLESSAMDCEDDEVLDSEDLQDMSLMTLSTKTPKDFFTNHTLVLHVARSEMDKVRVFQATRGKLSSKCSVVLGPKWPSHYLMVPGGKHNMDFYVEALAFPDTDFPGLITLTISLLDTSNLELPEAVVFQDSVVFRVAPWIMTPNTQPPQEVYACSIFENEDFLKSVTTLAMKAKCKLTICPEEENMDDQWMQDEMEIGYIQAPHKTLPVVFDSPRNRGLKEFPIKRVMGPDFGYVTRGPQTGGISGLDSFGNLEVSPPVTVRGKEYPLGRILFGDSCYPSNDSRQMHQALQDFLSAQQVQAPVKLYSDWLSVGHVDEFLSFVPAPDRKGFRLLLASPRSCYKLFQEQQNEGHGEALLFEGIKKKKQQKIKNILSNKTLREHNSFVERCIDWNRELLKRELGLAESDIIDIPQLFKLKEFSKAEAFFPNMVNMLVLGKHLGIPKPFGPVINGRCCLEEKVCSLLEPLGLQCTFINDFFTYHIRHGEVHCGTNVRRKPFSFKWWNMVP
* marks the source's active call; other numbers are inactive results; · = not tested or not shown.

SMILES	pPAFAH FP inh	PAFAH2 inh	LYPLA1 counter	GSTO1 inh	PAFAH1B2 FP inh	PAFAH1B3 FP inh	PME-1 inh	Fam108B inh	PAD4 inh
O=C(CNC(=O)c1sc2ccccc2c1Cl)NCc1ccc(F)cc1	-6	2	2	-1	-3	6	2	-3	-8
CCOC(=O)N1CCN(C(=O)CCNS(=O)(=O)c2ccccc2)CC1	4	-8	-3	3	4	1	5	-1	2
Cc1csc(SC(C)C(=O)NCC(=O)Nc2ccc(F)c(F)c2F)n1 (centres undefined)	8	-2	0	2	1	7	4	-2	2
CS(=O)(=O)c1ccc(SCC(=O)NC2CCS(=O)(=O)C2)c([N+](=O)[O-])c1 (centres undefined)	-1	5	-1	12	0	-1	7	1	0
COc1cc2nc(CN3CCN(S(=O)(=O)c4ccc(Br)cc4)CC3)[nH]c(=O)c2cc1OC	0	-4	·	·	13	3	·	·	-5
CC(=O)NC1(C(F)(F)F)N=C2SCCN2C1=O (centres undefined)	0	-3	-1	-6	5	5	8	-1	-6
CCCN1CCN(CCCNC(=S)Nc2ccc(F)cc2)CC1	4	0	-1	1	3	6	-1	-2	3
O=C(CCNC(=O)OCc1ccccc1)NC1CCCCC1	1	-2	2	2	3	5	0	2	1
CS(=O)(=O)N1CCN(c2ccc([N+](=O)[O-])c(NCc3cccnc3)c2)CC1	4	-1	4	-4	6	6	3	1	3
COc1ccccc1CNC(=O)C1Cc2cc(S(=O)(=O)N3CCCCC3)ccc2N1C(C)=O (centres undefined)	-3	-3	0	10	6	-2	-5	4	6
CCN(CC)c1ccc(NC(=O)c2cccc(OC)c2)c(C)c1	2	-3	-1	0	0	1	0	-3	1
CC(=O)NC(CCS(C)(=O)=O)C(=O)Nc1ccc2c(c1)OCO2 (centres undefined)	6	-3	-2	4	-3	3	-3	-1	-3
Cc1ccc(C)c2c1cc(C)c1nnc(SCC(=O)c3cccs3)n12	0	4	-3	7	-2	12	-5	-2	-5
O=C(c1c(F)cccc1F)N1CCN=C1SCc1ccccc1	-5	1	-3	2	1	-2	-1	-2	-5
O=C(O)C1CCCCC1C(=O)NCc1ccncc1 (centres undefined)	0	-6	7	0	0	3	2	0	-4
CCCCc1nc(NCc2ccccc2)c(C#N)c2c1CCCC2	-1	8	-5	0	-1	-4	6	-3	-4
Cc1ccc(S(=O)(=O)NC(=S)c2ccccc2)cc1	-4	-12	2	3	6	5	-3	4	-7
Cc1ccc(NC(=S)Nc2ccc(S(=O)(=O)Nc3ncccn3)cc2)c(C)c1	5	0	-2	5	4	5	3	-1	1
Cc1nc2ncnn2c(C)c1CCC(=O)NC(C)c1ccc2c(c1)OCCO2 (centres undefined)	3	-7	0	15	5	0	2	0	1
CC(=O)NC(CC(=O)Nc1cccc(S(=O)(=O)N2CCCCC2)c1)c1ccccc1 (centres undefined)	0	-9	-2	10	-1	0	1	-14	-3
COc1ccc(C(=O)NCC(=O)N2CCN(c3ncccn3)CC2)cc1OC	-3	-2	0	·	1	10	-5	·	-1
CCc1c(C)sc(NC(=O)/C=C/c2ccc3c(c2)OCO3)c1C(=O)OC	-3	-8	-9	1	0	-2	-19	-2	-4
O=C(O)CCCn1cc(NC(=O)COc2ccccc2)cn1	-1	-2	0	4	1	8	1	3	-3
CCOc1ccccc1OCCC(=O)Nc1ccc2c(c1)OCO2	1	11	·	·	1	9	·	·	0
Cc1ccccc1OCCCC(=O)Nc1ccc(N2CCOCC2)cc1	7	5	3	2	1	8	2	4	-3
COc1ccc(S(=O)(=O)Nc2ccccc2C(F)(F)F)cc1	4	5	-2	-5	5	2	1	3	6
CN(C)c1ccc(N/C(=N\S(=O)(=O)c2cccs2)c2ccccc2)cc1	4	57*	-2	4	4	8	7	0	4
COc1ccc(CCNC(=O)c2nnn(-c3cccc(C)c3)c2N)cc1OC	4	-4	-2	6	-3	2	-6	-1	1
COc1ccc2c(c1)CCC/C2=N\OC(=O)c1ccccc1F	11	4	0	5	15	-7	2	1	-1
COc1ccc(Oc2cc(C(F)(F)F)nc(N(C)C)n2)cc1	3	-1	-4	3	2	7	-7	-1	-5
O=C1OC2(c3ccccc31)c1cc(I)c(O)c(I)c1Oc1c2cc(I)c(O)c1I	-140	·	-132	-181	·	·	-334	-327	-88
CCCNS(=O)(=O)c1ccc(OCC(=O)N2CCN(c3ccccc3)CC2)cc1	1	0	2	-6	-2	10	-5	2	-4
CC(C)N(C)Cc1cn(C)nc1-c1ccc(Oc2ccccc2)cc1	-3	1	-1	1	6	9	-3	2	-6
CCN(CC)c1ccc(S(=O)(=O)N(CC)CC)cc1NC(=O)c1cccnc1	4	16	-4	-7	4	8	4	2	2
Cc1cc(C)c(C(=O)CSc2nc3ccccc3c(=O)[nH]2)cc1C	-7	-5	-1	-7	2	6	1	-3	-3
CC(C)(C)CN1C(=O)C(=O)NC[C@@H]1CCCCN	1	4	3	-1	4	12	1	2	-1
Cc1ccc(CNC(=O)C2CNc3cc(C)ccc3O2)cc1 (centres undefined)	7	-7	4	14	12	4	4	3	-4
COc1ccc(-c2csc(NC(=S)NC(=O)c3ccco3)n2)cc1	3	4	-1	2	3	-2	3	-4	-4
Cn1cc(CCC(=O)NCCCc2ccccc2)c2ccccc21	8	-8	2	-3	11	15	3	-1	2
CNc1oc(Cc2ccccc2)nc1S(=O)(=O)c1ccccc1	-3	5	5	-1	2	-2	2	0	-3
COc1ccc(NC(=O)COc2ccc3oc(=O)cc(C)c3c2)cc1	-3	-3	0	6	2	4	-7	0	-1
Cc1cc(NCc2ccc3c(c2)OCO3)n2nc(C)nc2n1	-3	-2	-5	4	5	-5	-8	0	3
Cc1ccc(NC(=O)N2CCC(NC(=O)c3cccc(C)c3)CC2)cc1	-2	-11	0	0	0	-4	4	-1	-2
COc1ccc(S(=O)(=O)N[C@H](C(=O)N2CC[C@@]3(O)CCCC[C@H]3C2)c2ccccc2)cc1	2	-11	-1	1	7	6	-1	-5	2
CCOc1ccc(N2C(=O)CC(NCCNc3ccc([N+](=O)[O-])cn3)C2=O)cc1 (centres undefined)	3	2	2	9	5	11	1	2	4
CC(C)(C)[C@H]1CCC(=O)N([C@H](CSc2ccccc2)Cc2ccccc2)CC1	6	3	2	21	9	-9	2	-1	-1
COc1ccc(N2C(=O)[C@@H]3Cc4ccccc4CN3C2=O)cc1	1	-3	4	6	2	7	-3	-3	-1
Cc1nnsc1C(=O)N1CCCC(C(=O)c2ccc(C(F)(F)F)cc2)C1 (centres undefined)	7	8	-3	-1	1	5	2	0	2
O=C(Cc1cccs1)Nc1ccc(F)c(S(=O)(=O)N2CCOCC2)c1	5	4	0	·	-3	2	0	·	-1
CC(C)OC(=O)/C(C#N)=C/c1cn(C)c2ccccc12	2	-3	1	-8	3	2	3	-2	-3
COC(=O)c1[nH]cnc1C(=O)c1ccccc1	4	-13	3	-2	1	2	6	-1	-3
COc1ccc(OC)c(NC(=O)CSc2nc3c(c(=O)n(C)c(=O)n3C)n2C)c1	-3	2	-2	-3	-2	-6	-14	0	1
CC(C)(C)c1ccc(-n2ncc3c2CCCC3NC(=O)c2cnccn2)cc1 (centres undefined)	7	-8	-1	-4	-4	7	2	3	-1
CC(=O)N1CCc2cc(S(=O)(=O)NC(C)c3ccccc3)ccc21 (centres undefined)	2	-5	0	7	3	-5	1	-1	4
O=C(N/C(=C\c1cccnc1)C(=O)N1CCC(O)CC1)c1ccccc1	3	-2	1	1	4	1	3	1	0
CC1CN(C(=O)c2ccc(CNS(=O)(=O)c3cccc(C(F)(F)F)c3)cc2)CC(C)O1 (centres undefined)	-1	1	-1	-1	5	2	2	-3	-3
O=C1C2N=NN(CC(=O)N3N=C(c4ccccc4)CC3c3ccc([N+](=O)[O-])cc3)C2C(=O)N1c1ccccc1 (centres undefined)	0	·	-3	-2	·	·	0	8	5
Cc1ccc2sc(N(CCN(C)C)C(=O)c3ccc(S(=O)(=O)N4CC(C)OC(C)C4)cc3)nc2c1C (centres undefined)	-10	-5	-3	-2	1	6	-5	-4	4
CCOC(=O)c1ccc(COC(=O)CNS(=O)(=O)c2ccccc2)cc1	10	13	-1	0	14	4	-1	-2	-1
COc1ccc(C(N)CCc2ccc(C)o2)cc1 (centres undefined)	-3	5	0	6	1	0	-8	-7	-5

The results go on.
SMILES	pPAFAH FP inh	PAFAH2 inh	LYPLA1 counter	GSTO1 inh	PAFAH1B2 FP inh	PAFAH1B3 FP inh	PME-1 inh	Fam108B inh	PAD4 inh
COC(CNC(=O)c1cccnc1)OC	3	0	4	3	1	1	-2	6	0
CCOc1cc(N2CCOCC2)c(OCC)cc1NC(=O)Cn1nc(C)c([N+](=O)[O-])c1C	4	-1	5	-2	0	8	2	6	-2
CCN(CC)CCNC(=O)c1cccc(NC(=O)C(=O)c2ccccc2NC(C)=O)c1	-1	-1	-3	7	-5	6	-1	-2	-1
CCOC(=O)C(C)n1cnc2c(nnn2-c2ccc(C)cc2)c1=O (centres undefined)	4	2	1	-2	0	7	7	-1	-5
O=C(NC(=Nc1nc2ccccc2o1)NC(=O)c1ccccc1)c1ccccc1	3	0	2	9	-2	5	-2	0	-1
O=C(CSc1nc(-c2ccccc2)cs1)Nc1cccc([N+](=O)[O-])c1	0	-11	-24	-7	-6	6	-15	-14	-1
CCc1ccc(NC(=O)c2sccc2-n2cccc2)cc1	12	8	2	11	2	3	-6	-2	-3
COc1ccc(S(=O)(=O)N2CCOC23CCN(C(=O)c2c(F)cccc2Cl)CC3)cc1	2	4	-2	-1	0	-2	2	-1	1
O=c1nc(-c2ccccc2)c2cc(Br)ccc2[nH]1	-2	8	1	3	0	12	2	-2	4
O=S(=O)(NN1CCOCC1)c1ccc(Cl)s1	-8	1	0	0	1	6	-3	-5	-4
Cc1ccc(N=C(NO)c2nonc2N)c(C)c1	0	-4	-4	8	-4	1	-2	2	-2
O=S(=O)(c1cccs1)N1CN(Cc2cccs2)c2nc3ccccc3nc21	6	10	-6	-3	-1	14	8	-4	3
COc1ccc(N2CC(C(=O)Nc3cccc(OC(C)C)c3)CC2=O)cc1 (centres undefined)	5	-4	0	4	4	4	-1	2	0
Oc1ccc(-c2csc(NCc3ccco3)n2)cc1	6	-6	2	11	-1	-1	7	1	-3
CC1CC(C)CN(C(=O)c2ccc(C#N)cc2)C1 (centres undefined)	7	5	0	-1	2	7	1	3	-5
COc1cc2c(c(OC)c1OC)-c1ccc(OC)c(=O)cc1C(NC(C)=O)CC2 (centres undefined)	6	-8	-7	4	2	4	-2	1	-6
COc1ccc(-n2nc(C(=O)O)nc2-c2ccccc2)cc1	5	-3	4	-9	0	9	-3	3	-5
O=S(=O)(NCC1CC1)c1cc(Cl)cc(Cl)c1	5	4	1	-4	6	8	2	-5	-10
Cc1ccc(C2C3CSCC=C3C(C#N)=C(N)C2(C#N)C#N)cc1 (centres undefined)	4	4	-5	8	4	-3	17	-1	-2
C=CCNc1nc(NCCN2CCOCC2)nc(OC)n1	5	10	2	-3	-5	-1	-3	3	0
COc1ccc(NC(=O)Cn2cnc3ccccc3c2=O)cc1OC	3	1	-3	-6	-4	1	-1	-1	0
O=C(c1cccc(N2CCCC2=O)c1)N1CCN(c2cccc(Cl)c2)CC1	6	1	5	-3	4	8	0	-1	-4
Cn1c(=O)[nH]c(=O)c2c1nc(CN1CCN(c3ccc(F)cc3)CC1)n2CCCc1ccccc1	1	1	-2	0	0	-4	5	4	0

Not all compounds are listed; count on the stated rates, not on these rows.
